KCNQ1 act = potentiators or activators of human KCNQ1 potassium channel. P51787. CHO-K1 KCNQ1, thallium flux FluxOR fluorescence; active compounds read high. actives 0.35% (n = 310,000). B-score at 10 µM;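 active = fluorescence ratio B-score, a plate-corrected score, at least three library SD, with initial intensity B-score within 5 SD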
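Assay system: CHO-K1 cells stably expressing KCNQ1. Medium: assay buffer for compound exposure, DMSO matched across wells. Timing: 37 °C overnight plating, 90-min dark dye load, 20-min compound pretreatment. Signal: kinetic FluxOR fluorescence, 10 s baseline plus 110 s post-stimulus.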
KCNK3 inh = human KCNK3 channel inhibition, primary screen. CHO-KCNK3 thallium flux, FluxOR fluorescence; active compounds read low. B-score at 10 µM. O14649. actives 0.84% (n = 340,000). AID 602410;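 active = B-score under library mean minus 4 SD, starting fluorescence ratio at most library mean plus 5 SD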;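 note: more negative B-score means stronger inhibition of thallium flux through KCNK3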
hERG rescue = hERG (human) protection from proarrhythmic block; Q12809; CHO-hERG, FluxOR thallium flux, dofetilide IC70 present; activation (rescue from dofetilide block), less the hit threshold, % at 10 µM; actives 0.51% (n = 310,000); AID 1511;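 active = activation above the mean of controls blocked by dofetilide plus 5 SD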;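 note: thallium influx through hERG after potassium depolarization seen as dye fluorescence rise; in these data hits start at about 4.7%; inactives centre near -7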
PolyA inhibitor = yeast polyadenylation inhibition; calls only at 12 µM; AID 1875; S. cerevisiae SKY197-pL101 polyadenylation reporter, beta-gal luminescence; efflux-impaired pdr1/pdr3 knockout yeast; score 100 = 6 SD above DMSO; actives 0.02% (n = 300,000);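 active = lowest replicate activity score at least 50, where 100 means six control SD above control mean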;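 note: yeast exposed to compound for 9 h at 30 °C; higher score means more reporter readthrough which indicates perturbed polyadenylation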
RGS4 pot = potentiators or activators of RGS4. AID 463111. actives 0.92% (n = 310,000). B-score at 10 µM. HEK293 M3R/inducible RGS4, carbachol calcium flux Fluo4; active compounds read low;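 active = B-score of the integrated calcium signal more than 4 SD below the library mean, with starting fluorescence not abnormally high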;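 note: negative B-score means reduced calcium response which marks RGS4 activation or potentiation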
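Material: M3R-expressing HEK293 line, RGS4 induced by doxycycline | Schedule: Overnight RGS4 induction, 30 min dye load 37 °C, 20 min compound RT | Measured by: Fluo4 fluorescence kinetic imaging of calcium | Read-out: Integrated calcium ratio converted to B score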
RGS4 block = inhibitors of human RGS4 | actives 0.45% (n = 310,000) | P49798 | AID 463165 | B-score at 10 µM | HEK293 M3R/RGS4 inducible, Fluo-4 calcium flux; active compounds read high; triggered by carbachol at its EC20;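 active = B-score, a plate-corrected calcium signal, over three deviations above library mean, with baseline fluorescence within five deviations of library mean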;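 note: RGS4 expression induced by doxycycline in cells with stable M3 receptor; B-score is computed from the integrated fluorescence ratio over baseline after carbachol; higher B-score means a larger calcium signal and so more RGS4 inhibition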
Target sequence (P49798 whole entry, looked up): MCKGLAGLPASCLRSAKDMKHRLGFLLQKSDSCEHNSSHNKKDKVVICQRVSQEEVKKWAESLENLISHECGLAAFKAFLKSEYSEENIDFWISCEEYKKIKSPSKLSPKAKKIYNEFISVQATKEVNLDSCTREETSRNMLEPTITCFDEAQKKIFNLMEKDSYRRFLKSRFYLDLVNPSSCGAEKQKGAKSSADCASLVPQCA
KCNK9 block = blocks the human KCNK9 two-pore domain potassium channel; B-score at 10 µM; actives 1.2% (n = 310,000); Q9NPC2; AID 488922; HEK293 KCNK9, FluxOR thallium flux fluorescence; active compounds read low;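 active = ratio B-score over 3 SD below the library mean, with starting fluorescence within 5 SD of its mean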;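 note: negative B-score means less thallium flux so channel inhibition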
Target sequence (Q9NPC2 whole entry, looked up, the tested form may be a part): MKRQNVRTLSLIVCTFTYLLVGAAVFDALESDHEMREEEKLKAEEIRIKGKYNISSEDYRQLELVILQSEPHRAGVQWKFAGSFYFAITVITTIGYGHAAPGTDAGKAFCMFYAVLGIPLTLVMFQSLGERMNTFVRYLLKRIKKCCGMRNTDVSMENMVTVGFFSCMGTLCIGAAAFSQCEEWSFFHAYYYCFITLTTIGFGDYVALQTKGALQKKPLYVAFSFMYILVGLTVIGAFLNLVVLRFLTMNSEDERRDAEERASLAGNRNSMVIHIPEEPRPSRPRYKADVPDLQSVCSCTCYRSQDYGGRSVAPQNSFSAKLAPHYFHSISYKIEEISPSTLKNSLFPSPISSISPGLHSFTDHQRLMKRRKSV
KCNQ1 inh = human KCNQ1 channel inhibition | CHO-K1 KCNQ1, FluxOR thallium flux fluorescence; active compounds read high | B-score at 10 µM | actives 1.3% (n = 310,000) | AID 2642;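 active = compounds whose thallium flux B-score, printed positive for inhibition, exceeds three library SD while starting fluorescence stays within three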;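 note: channel opened by potassium depolarization with thallium stimulus after 20 min compound exposure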
GSK3B inh = inhibitors of human GSK3beta kinase; actives 0.038% (n = 300,000); GST-GSK3beta kinase, ADP-Glo luminescence, 60 min; active compounds read low; P49841; activity score (negative = inhibition), % at 10 µM;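 active = more than half of replicate wells score below -50%, meaning over 50% inhibition versus plate controls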;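 note: 0% = median DMSO wells and -100% = median GW8510 positive control wells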
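Assay system: GST-fused GSK3beta enzyme, cell-free / Medium: Tris pH 7.5 buffer with MgCl2, DTT, BSA, heparin / Also added: peptide substrate plus 25 µM ATP (final) / Compound: 10 µM single point / Timing: kinase reaction with compound 60 min at room temperature / Detection: ADP-Glo luminescence / Benchmarks: DMSO neutral wells and GW8510 at 20 µM as positive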
GSK3 alpha inh = human GSK-3 alpha kinase inhibition. P49840. ADP-Glo luminescence, 60 min. inhibition, % at 10 µM. actives 0.1% (n = 320,000). AID 2650;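 in the data active = inhibition above about 50%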;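 note: GST-tagged GSK-3 alpha with peptide substrate and 25 µM ATP; 0% = DMSO neutral wells and 100% = GW8510 positive control wells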
Target sequence (P49840 whole entry, looked up): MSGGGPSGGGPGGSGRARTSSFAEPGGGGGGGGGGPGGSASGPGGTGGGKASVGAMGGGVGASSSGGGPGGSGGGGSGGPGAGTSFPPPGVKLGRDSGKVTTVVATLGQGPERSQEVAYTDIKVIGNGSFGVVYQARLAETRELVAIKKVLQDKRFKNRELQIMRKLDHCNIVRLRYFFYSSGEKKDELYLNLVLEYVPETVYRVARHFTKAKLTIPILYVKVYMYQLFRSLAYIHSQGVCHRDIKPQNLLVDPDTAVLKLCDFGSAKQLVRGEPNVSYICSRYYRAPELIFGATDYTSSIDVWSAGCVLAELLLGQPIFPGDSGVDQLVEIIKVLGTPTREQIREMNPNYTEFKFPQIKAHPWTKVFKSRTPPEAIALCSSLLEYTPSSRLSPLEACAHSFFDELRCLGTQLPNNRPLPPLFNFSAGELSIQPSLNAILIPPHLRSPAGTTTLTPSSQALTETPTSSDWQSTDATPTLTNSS
DYRK1A inh = Dyrk1A (rat) kinase inhibition. actives 0.43% (n = 310,000). AID 504441. inhibition, % at 12.5 µM. ADP-Glo luminescence, NFATc1 peptide; in the data active = inhibition above about 50%;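 note: plate controls were vehicle with enzyme for no effect and no enzyme for full effect; many of its hits are not listed in these tables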
* hit, by the source's call.

For CCOC(=O)Cc1csc(NC(=O)CSC2=NCCS2)n1 the results were KCNQ1 act inactive, KCNK3 inh inactive, hERG rescue -16, PolyA inhibitor inactive, RGS4 pot inactive, RGS4 block inactive, KCNK9 block inactive, KCNQ1 inh inactive, GSK3B inh 0, GSK3 alpha inh 1 and DYRK1A inh -5.
Cc1noc(C)c1COc1ccc(C(=O)OCC(=O)N2c3ccccc3NC(=O)C2(C)C)cc1 was read as KCNQ1 act inactive, KCNK3 inh inactive, hERG rescue -33, PolyA inhibitor inactive, RGS4 pot inactive, RGS4 block inactive, KCNK9 block inactive, KCNQ1 inh inactive, GSK3B inh 1, GSK3 alpha inh 0 and DYRK1A inh -1.
For O=C(O)c1ccccc1-c1nnc2c(Cl)cc(C(F)(F)F)cn12 the results were KCNQ1 act inactive, KCNK3 inh inactive, hERG rescue -4, PolyA inhibitor inactive, RGS4 pot inactive, RGS4 block inactive, KCNK9 block inactive, KCNQ1 inh inactive, GSK3B inh 2, GSK3 alpha inh -3 and DYRK1A inh 3.
`O=S(=O)(c1ccc(NC2CCCc3ccccc32)nc1)N1CCOCC1` (stereo not given) gave KCNQ1 act inactive, KCNK3 inh inactive, hERG rescue -15, PolyA inhibitor inactive, RGS4 pot inactive, RGS4 block inactive, KCNK9 block inactive, KCNQ1 inh inactive, GSK3B inh 0, GSK3 alpha inh 2 and DYRK1A inh -5.
Screening CCO[C@H]1OC(C(=O)N2CCOCC2)=C[C@@H](c2ccc(C(F)(F)F)cc2)[C@@H]1CCCO returned KCNQ1 act inactive, KCNK3 inh inactive, hERG rescue -6, PolyA inhibitor inactive, RGS4 pot inactive, RGS4 block inactive, KCNK9 block inactive, KCNQ1 inh inactive, GSK3B inh 0, GSK3 alpha inh 1 and DYRK1A inh 5.
COc1cccc(CNC(=O)C2CCN(S(=O)(=O)c3ccc4c(c3)CCC(=O)N4)CC2)c1 was read as KCNQ1 act inactive, KCNK3 inh inactive, hERG rescue 0, PolyA inhibitor inactive, RGS4 pot inactive, RGS4 block inactive, KCNK9 block inactive, KCNQ1 inh inactive, GSK3B inh 6, GSK3 alpha inh -1 and DYRK1A inh 3.
CCCn1c(=O)n(CC(=O)NCC2CCCO2)c(=O)c2c3c(sc21)COC(C)(C)C3 (stereo not given) was read as KCNQ1 act inactive, KCNK3 inh inactive, hERG rescue -15, PolyA inhibitor inactive, RGS4 pot inactive, RGS4 block inactive, KCNK9 block inactive, KCNQ1 inh inactive, GSK3B inh 6, GSK3 alpha inh 0 and DYRK1A inh -2.
Screening CCN(c1ccc(C)cc1C)S(=O)(=O)c1nnc(NC(=O)C(C)C)s1 returned KCNQ1 act inactive, KCNK3 inh inactive, hERG rescue -1, PolyA inhibitor inactive, RGS4 pot inactive, RGS4 block inactive, KCNK9 block inactive, KCNQ1 inh inactive, GSK3B inh 0, GSK3 alpha inh -2 and DYRK1A inh -7.
`Cc1cc(C)n2nc(C(=O)OC(C)C(=O)c3ccccc3)nc2n1` (stereo not given) gave KCNQ1 act inactive, KCNK3 inh inactive, hERG rescue -15, PolyA inhibitor inactive, RGS4 pot inactive, RGS4 block inactive, KCNK9 block inactive, KCNQ1 inh inactive, GSK3B inh 1, GSK3 alpha inh -2 and DYRK1A inh -6.
COc1ccc(S(=O)(=O)Cc2ccc(C(=O)N3CCN(C(=O)c4ccco4)CC3)o2)cc1 was read as KCNQ1 act inactive, KCNK3 inh inactive, hERG rescue -1, PolyA inhibitor inactive, RGS4 pot inactive, RGS4 block inactive, KCNK9 block inactive, KCNQ1 inh inactive, GSK3B inh 3, GSK3 alpha inh -2 and DYRK1A inh 15.
For COc1ccccc1C(c1nnnn1CS(=O)(=O)c1ccc(C)cc1)N1CCSCC1 (stereo not given) the results were KCNQ1 act inactive, KCNK3 inh inactive, hERG rescue 0, PolyA inhibitor inactive, RGS4 pot inactive, RGS4 block inactive, KCNK9 block inactive, KCNQ1 inh inactive, GSK3B inh 2, GSK3 alpha inh -1 and DYRK1A inh -2.
For CC(C)Cc1nc(N2CCN(C(=O)C(C)C)CC2)c(C#N)c2c1CCC2 the results were KCNQ1 act inactive, KCNK3 inh inactive, hERG rescue -11, PolyA inhibitor inactive, RGS4 pot inactive, RGS4 block inactive, KCNK9 block inactive, KCNQ1 inh inactive, GSK3B inh 0, GSK3 alpha inh 1 and DYRK1A inh -2.
Screening COc1cccc(NC(=O)C(Sc2nc3ccccc3c(=O)n2CC(C)C)c2ccccc2)c1 (stereo not given) returned KCNQ1 act inactive, KCNK3 inh inactive, hERG rescue -9, PolyA inhibitor inactive, RGS4 pot inactive, RGS4 block inactive, KCNK9 block inactive, KCNQ1 inh inactive, GSK3B inh -2, GSK3 alpha inh -2 and DYRK1A inh -2.
c1ccc2c(c1)CC(N1CCCCC1)c1ccccc1N2 (stereo not given) was read as KCNQ1 act inactive, KCNK3 inh inactive, hERG rescue -3, PolyA inhibitor inactive, RGS4 pot inactive, RGS4 block inactive, KCNK9 block inactive, KCNQ1 inh inactive, GSK3B inh 2, GSK3 alpha inh 0 and DYRK1A inh 7.
For CC(C)N(Cc1cnn(C)c1)Cc1nc(Cc2ccccc2Cl)no1 the results were KCNQ1 act inactive, KCNK3 inh inactive, hERG rescue -10, PolyA inhibitor inactive, RGS4 pot inactive, RGS4 block inactive, KCNK9 block inactive, KCNQ1 inh inactive, GSK3B inh 2, GSK3 alpha inh -3 and DYRK1A inh -5.
Screening O=C(Cn1ncc2c3ccccc3n(Cc3ccccc3)c2c1=O)N1CCN(c2ncccn2)CC1 returned KCNQ1 act inactive, KCNK3 inh inactive, hERG rescue -18, PolyA inhibitor inactive, RGS4 pot inactive, RGS4 block inactive, KCNK9 block inactive, KCNQ1 inh inactive, GSK3B inh 0, GSK3 alpha inh 0 and DYRK1A inh 2.
O=C(NCc1ccco1)C1CCCN(S(=O)(=O)c2cc(Cl)ccc2Cl)C1 (stereo not given) was read as KCNQ1 act inactive, KCNK3 inh inactive, hERG rescue -11, PolyA inhibitor inactive, RGS4 pot inactive, RGS4 block inactive, KCNK9 block inactive, KCNQ1 inh inactive, GSK3B inh -2, GSK3 alpha inh 1 and DYRK1A inh -3.
`C/C(=N/NC(=O)c1ccccn1)c1c[nH]c2ccccc12` gave KCNQ1 act inactive, KCNK3 inh inactive, hERG rescue -6, PolyA inhibitor inactive, RGS4 pot inactive, RGS4 block inactive, KCNK9 block inactive, KCNQ1 inh inactive, GSK3B inh -1, GSK3 alpha inh 1 and DYRK1A inh 14.
`c1cn2c(NC3CCCCC3)c(-c3ccc(SC4CCCCC4)cc3)nc2cn1` gave KCNQ1 act inactive, KCNK3 inh inactive, hERG rescue -11, PolyA inhibitor inactive, RGS4 pot inactive, RGS4 block inactive, KCNK9 block inactive, KCNQ1 inh inactive, GSK3B inh 3, GSK3 alpha inh -4 and DYRK1A inh -4.
`O=c1oc2ccccc2c(N2CCOCC2)c1[N+](=O)[O-]` gave KCNQ1 act inactive, KCNK3 inh inactive, hERG rescue -12, PolyA inhibitor inactive, RGS4 pot inactive, RGS4 block inactive, KCNK9 block inactive, KCNQ1 inh inactive, GSK3B inh 3, GSK3 alpha inh 1 and DYRK1A inh -11.

Structural class: the compounds so far containing a CF3 group
For O=C(O)c1ccccc1-c1nnc2c(Cl)cc(C(F)(F)F)cn12 the results were KCNQ1 act inactive, KCNK3 inh inactive, hERG rescue -4, PolyA inhibitor inactive, RGS4 pot inactive, RGS4 block inactive, KCNK9 block inactive, KCNQ1 inh inactive, GSK3B inh 2, GSK3 alpha inh -3 and DYRK1A inh 3.
Screening CCO[C@H]1OC(C(=O)N2CCOCC2)=C[C@@H](c2ccc(C(F)(F)F)cc2)[C@@H]1CCCO returned KCNQ1 act inactive, KCNK3 inh inactive, hERG rescue -6, PolyA inhibitor inactive, RGS4 pot inactive, RGS4 block inactive, KCNK9 block inactive, KCNQ1 inh inactive, GSK3B inh 0, GSK3 alpha inh 1 and DYRK1A inh 5.

Following part.
For Cc1ccc(-c2nc3sc4c(N)ncnc4c3c3c2CCCC3)cc1 the results were KCNQ1 act inactive, KCNK3 inh inactive, hERG rescue -5, PolyA inhibitor inactive, RGS4 pot inactive, RGS4 block inactive, KCNK9 block inactive, KCNQ1 inh inactive, GSK3B inh -3, GSK3 alpha inh -1 and DYRK1A inh 7.
Cc1ccc(S(=O)(=O)NNC(=O)c2cc3cc4ccccc4nc3s2)cc1 was read as KCNQ1 act inactive, KCNK3 inh inactive, hERG rescue -2, PolyA inhibitor inactive, RGS4 pot inactive, RGS4 block inactive, KCNK9 block inactive, KCNQ1 inh inactive, GSK3B inh 1, GSK3 alpha inh -1 and DYRK1A inh 12.
For O=C(Nc1ccon1)c1ccc(Cl)c(S(=O)(=O)N2CCCCC2)c1 the results were KCNQ1 act inactive, KCNK3 inh inactive, hERG rescue -7, PolyA inhibitor inactive, RGS4 pot inactive, RGS4 block inactive, KCNK9 block inactive, KCNQ1 inh inactive, GSK3B inh 0, GSK3 alpha inh -2 and DYRK1A inh -14.
For Cc1cc(C)n(C(=O)c2ccc(S(=O)(=O)NCC3CCCO3)cc2)n1 (stereo not given) the results were KCNQ1 act inactive, KCNK3 inh inactive, hERG rescue -6, PolyA inhibitor inactive, RGS4 pot inactive, RGS4 block inactive, KCNK9 block inactive, KCNQ1 inh inactive, GSK3B inh -4, GSK3 alpha inh -3 and DYRK1A inh 7.
For CCCNC(=S)N1CCN(Cc2ccc3c(c2)OCO3)CC1 the results were KCNQ1 act inactive, KCNK3 inh inactive, hERG rescue -12, PolyA inhibitor inactive, RGS4 pot inactive, RGS4 block inactive, KCNK9 block inactive, KCNQ1 inh inactive, GSK3B inh 3, GSK3 alpha inh 2 and DYRK1A inh 10.
CCOc1cc(C(=O)OC(C)C(=O)Nc2ccc(NC(C)=O)cc2)ccc1OCC(=O)N1CCCCC1 (stereo not given) was read as KCNQ1 act inactive, KCNK3 inh inactive, hERG rescue -13, PolyA inhibitor inactive, RGS4 pot inactive, RGS4 block inactive, KCNK9 block inactive, KCNQ1 inh inactive, GSK3B inh 0, GSK3 alpha inh 1 and DYRK1A inh -9.

A portion of the library, so the mix of outcomes need not match the whole.
